ATXN2 expr inh – Primary qHTS for Inhibitors of ATXN expression. HEK-293 ATXN2-luciferase reporter, luminescence, 24 h. Potency, µM (series often up to 57 µM), inactives show at the highest dose activity change, negative = inhibition, usual class: inhibitors. 360,000 tested, 0.72% active. AID 1745845, 2022; further: potency means the concentration at half of the fitted maximal effect; on the % scale 0 is the no-effect control and ±100 the full control effect; nearly all actives have a fitted effect of over 55% in size
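qHTS (up to 57 uM final) was run with 24 h compound exposure of reporter cells at 37 °C. Each well was multiplexed: SteadyGlo luminescence measured ATXN2-luciferase expression after a fluorogenic Gly-Phe-AFC viability readout (25 uM final).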
MCF10A rerep – A quantitative high throughput screen for small molecules that induce DNA re-replication in MCF 10a normal breast cells; 350,000 tested, 2.9% active; MCF 10A DNA re-replication, Hoechst nuclear intensity, 48 h; Potency, µM (top dose mostly 46.1 µM), for the others: at the highest dose activity, positive = re-replication, most hits filed as activators; further: potency means the concentration at half of the fitted maximal effect; % of control where 0% means no effect; nearly all actives have a fitted effect of over 50% in size
HT1080 IDH1KD tx – qHTS for induction of synthetic lethality in tumor cells producing 2HG: qHTS for the HT-1080-IDH1KD cell line; HT-1080 IDH1 knockdown viability, ATP luminescence, 48 h; Potency, µM (highest dose often 46.1 µM), for the others: at the top dose activity, negative = toxicity, usual class: cytotoxic; 360,000 tested, 2% active; AID 686971, 2013;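 further: potency means the concentration at half of the fitted maximal effect; 0% = DMSO wells and -100% = cell-free medium wells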
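HT-1080-IDH1KD cells (IDH1 knocked down), 750/well in RPMI with 5% FBS, treated with compound 48 h at 37 degrees C. Viability by CellTiter-Glo luminescence, normalised to DMSO and no-cell wells; concentration-response curves classed.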
SW480 rereplic – A quantitative high throughput screen for small molecules that induce DNA re-replication in SW480 colon adenocarcinoma cells. SW480 DNA re-replication, Hoechst DNA content imaging, 48 h. Potency, µM (highest dose often 46.1 µM), without a hit: at the highest dose re-replication activation, usual class: activators. 340,000 tested, 1.8% active; further: potency means the concentration at half of the fitted maximal effect; % of control where 0% means no effect; nearly all actives have a fitted effect of over 55% in size
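Quantitative HTS format with DMSO vehicle controls; 48 hr drug incubation at 37 C, then 40 min Hoechst staining and scanning imager measurement at 405 nm excitation.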
ATXN viability – Viability Counterscreen for Primary qHTS for Inhibitors of ATXN expression; S2 cells (HEK-293 line with an ATXN2-luciferase reporter) viability, CellTiter-Fluor protease fluorescence, 24 h; Potency, µM (highest dose often 56.7 µM), most hits filed as cytotoxic; 400,000 tested, 0.49% active; further: potency means the concentration at half of the fitted maximal effect; nearly all actives have a fitted effect of over 40% in size
IL-1B inflam inh – qHTS for Inhibitors of Inflammasome Signaling: IL-1-beta AlphaLISA Primary Screen. AID 743279, 2014. activity change, % at 57.5 µM. 360,000 tested, 4.7% active. THP-1 LPS/ATP IL-1B secretion, AlphaLISA, 16 h; hits give low values; in the data active means activity change below about -50%; inconclusive means mostly about -30% to -49%; further: on the % scale 0 is the no-effect control and ±100 the full control effect
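Secreted IL-1B measured by AlphaLISA bead assay after 16 h compound exposure of THP-1 cells; compounds (final up to 57.5 uM) added 1 h before LPS (250 ng/mL) and ATP (1.25 mM) stimulation; lower signal means less secretion.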
HT1080NT lethal – qHTS for induction of synthetic lethality in tumor cells producing 2HG: qHTS for the HT-1080-NT fibrosarcoma cell line; HT-1080-NT fibrosarcoma viability, CellTiter-Glo ATP luminescence, 48 h; Potency, µM (doses to about 46.1 µM), for the others: at the top dose activity, negative = less viability, hits mostly cytotoxic; 360,000 tested, 1.6% active; AID 686970, 2013;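 further: NT is the 2HG producing partner of a matched IDH1 knockdown line; potency means the concentration at half of the fitted maximal effect; 0% = DMSO-treated cells and -100% = media-only wells without cells; nearly all actives have a fitted effect of over 55% in size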
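Toxicity toward the 2HG-producing NT line was scored as %Activity, normalised to DMSO and no-cell wells, from CellTiter-Glo luminescence after 48 hours' treatment.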
KB-V1 cytotox – qHTS assay for MDR1-selective chemotherapeutics: Primary screen using the drug-selected MDR subline cells KB-V1; KB-V1 MDR cells viability, CellTiter-Glo, 72 h; Potency, µM (titrated, usually from 46.1 µM), without a hit: at the highest dose activity change, negative = cytotoxicity, usual class: cytotoxic; 400,000 tested, 3.4% active; further: potency means the concentration at half of the fitted maximal effect; on the % scale 0 is the no-effect control and ±100 the full control effect; nearly all actives have a fitted effect of over 60% in size
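Drug-selected KB-V1 cells, grown in DMEM lacking phenol red with 10% FBS, receive compound titrations; after three days at 37 degrees C, surviving cell ATP is quantified by CellTiter-Glo luminescence and responses normalized and curve-fitted.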
KB-3-1 tox – qHTS assay for MDR1-selective chemotherapeutics: Primary screen using the parental adenocarcinoma cell KB-3-1; KB-3-1 viability, CellTiter-Glo ATP luminescence, 72 h; Potency, µM (titrated, usually from 46.1 µM), for the others: at the highest dose activity change, negative = cytotoxic, most hits filed as cytotoxic; 400,000 tested, 1.4% active; AID 1347075, 2019; further: potency means the concentration at half of the fitted maximal effect; on the % scale 0 is the no-effect control and ±100 the full control effect; nearly all actives have a fitted effect of over 60% in size
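Screening of KB-3-1 cells (DMEM, 10% FBS, phenol-red free) ran from lowest to highest compound concentration; after 72 h at 37 °C viability was read luminescently and curves fitted.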
* = called active by the depositor; i = inactive; ? = inconclusive; . = no result given; [ ] = dose if it differs, or a comment. Unless noted, the call rests on the fitted dose curve; in most records, active means well fitted curve in the direction sought with a large enough effect; inconclusive means small, poorly fitted or top-dose-only effect, or another doubt; inactive means no such curve, though single readings can be large; an effect the other way counts as inactive or inconclusive.

#	structure	ATXN2 expr inh	MCF10A rerep	HT1080 IDH1KD tx	SW480 rereplic	ATXN viability
1	COc1ccc(NC(=S)Nc2ccccc2Cl)cn1	3%	0%	14%	-12%	i
2	COc1cc(N(C)C)c([N+](=O)[O-])cc1C(=O)NC(C)CNc1ccc([N+](=O)[O-])cc1Cl (configuration not stated)	-25%	-7%	-4%	6%	i
3	COc1ccc(N2CCC(N3CCN(C)C(CCO)C3)CC2)cc1 (configuration not stated)	1%	-3%	0%	-58%[inhibitor]	i
4	Clc1ccc(Nc2ccc(NCc3ccccc3)nn2)cc1	16%	?	-2%	16µM*	?
5	COc1ccc(S(=O)(=O)Nc2ccc(S(=O)(=O)N3CCCCC3)cc2)cc1C	12%	?	-2%	0%	i
6	O=C(Oc1ccccc1C(=S)N1CCCCC1)c1cc([N+](=O)[O-])cc([N+](=O)[O-])c1	12%	3%	12%	-1%	i
7	COc1ccc(N(CC(=O)Nc2ccc3c(c2)OCCO3)S(=O)(=O)c2cccc(C)c2)cc1	-12%	-1%	-17%	7%	i
8	Cc1ccc(NC(=O)C(C)Sc2nnc(C)n2CC2CCCO2)cc1 (configuration not stated)	9%	1%	0%	-2%	i
9	C=CCN(CC=C)C(=O)C1CC(=O)N(c2ccc(Br)cc2)C1 (configuration not stated)	0%	-7%	18%	-1%	i
10	NC(=O)C1CC(=O)N(c2ccc(OCc3ccc(Cl)cc3)cc2)C1 (configuration not stated)	.	1%	2%	?	i

#	IL-1B inflam inh	HT1080NT lethal	KB-V1 cytotox	KB-3-1 tox
1	-9	8%	0%	0%
2	7	16%	0%	-18%
3	15	-8%	?	-7%
4	-16	-11%	16µM*	-13%
5	10	-1%	-22%	6%
6	14	1%	15%	-5%
7	-9	-13%	?	-1%
8	22	1%	?	0%
9	-4	21%	?	10%
10	-3	1%	-4%	0%

Continuation:
#	structure	ATXN2 expr inh	MCF10A rerep	HT1080 IDH1KD tx	SW480 rereplic	ATXN viability
11	Cc1nnc(SCc2nnc(-c3cccs3)o2)s1	-3%	-1%	10%	-4%	i
12	CCCCCCC(O)(c1ccccc1)C(CN1CCOCC1)c1ccccc1 (configuration not stated)	5%	?	0%	3%	i
13	COCCn1ccc2c(OCC(=O)Nc3c(C)cc(C)cc3C)cccc2c1=O	-5%	.	.	.	i
14	COc1cccc(C2=NOC(C(=O)NC(C)C)C2)c1 (configuration not stated)	3%	-3%	8%	-5%	i
15	CCC(c1nnnn1Cc1ccco1)N(Cc1ccccc1OC)Cc1cc2cc(C)ccc2[nH]c1=O (configuration not stated)	-5%	?	-6%[9.24 µM]	-6%	i
16	COc1ccccc1C(CNC(=O)c1oc2ccccc2c1C)N1CCCC1 (configuration not stated)	9%	9%	13%	2%	i
17	Cc1cc(=O)n(C)c(=O)n1CCCCCCN1CCCC1	3%	-1%	1%[9.24 µM]	4%	i
18	CCOc1ccc(N(CC(=O)NCCSc2ccccn2)S(=O)(=O)c2ccc(Cl)cc2)cc1	?	8%	-5%	18%	i
19	CC(=O)C1=NN(c2ccccc2)C2(S1)S/C(=C\c1ccccc1)C(=O)N2c1ccccc1 (configuration not stated)	-10%	?	0%	5.2µM*	i
20	Cc1ccc(Nc2nc(N)nc(CSc3ncccn3)n2)cc1	49%[activator]	12%	-2%	12%	i

#	IL-1B inflam inh	HT1080NT lethal	KB-V1 cytotox	KB-3-1 tox
11	2	8%	?	7%
12	0	-16%	?	?
13	.	.	-2%	2%
14	26	7%	-25%	25%
15	-12	?	13µM*	-27%
16	-6	1%	1%	1%
17	0	-15%	9%	-6%
18	5	-11%	-2%	-5%
19	-13	1%	-6%	0%
20	-24	-9%	7%	13%

Other entries follow.
#	structure	ATXN2 expr inh	MCF10A rerep	HT1080 IDH1KD tx	SW480 rereplic	ATXN viability
21	CN(C)S(=O)(=O)c1cccc(NC(=O)CSc2nc3c(cc2C#N)C(=O)CC(C)(C)C3)c1	-39%	15µM*	?	16µM*	i
22	CC1CCN(S(=O)(=O)c2ccc3c(c2)CCN3C(=O)C2CCC2)CC1	-3%	9%	12%	?	i
23	N#C/C(=C1/CCCCCN1)c1nc2ccccc2[nH]1	98%[activator]	26%	2%	3%	i
24	Cc1cc(SCc2ccc(Cl)c(Cl)c2)nc(=O)[nH]1	.	-7%	-3%	-1%	i
25	CCN(Cc1ccccc1)C(=O)c1cc(S(=O)(=O)N2CCOCC2)ccc1N1CCCC1	-2%	4%	0%	11%	i
26	CC1=C(/C=N/Nc2ccc([N+](=O)[O-])cc2[N+](=O)[O-])C(C)(C)CCC1	-8%	15%	-9%	2%	i
27	CCN(CC)CCn1c(/N=C/c2cc(Br)ccc2O)nc2ccccc21	-4%	?	-22%	0%	i
28	C/C=C(\C)C(=O)OC1c2c(ccc3ccc(=O)oc23)OC(C)(C)C1OC(C)=O (configuration not stated)	-8%	1%	11%	-25%	?
29	COc1ccc(S(=O)(=O)c2ccc(OC)c(OC)c2)cc1OC	10%	1%	-4%[9.24 µM]	-2%	i
30	Cc1cccc(C(=O)NNC(=S)NC(=O)c2cccs2)c1	-34%	?	?	22%	i

#	IL-1B inflam inh	HT1080NT lethal	KB-V1 cytotox	KB-3-1 tox
21	-58*	?	16µM*	21µM*
22	19	7%	-24%	-28%
23	11	3%	-2%	-5%
24	-11	-9%	5%	-2%
25	-9	0%	?	16%
26	11	0%	?	16µM*
27	5	-19%	-10%	-4%
28	5	8%	3%	11%
29	-15	0%	?	-1%
30	-100*	-25%	?	-13%

From compound 22 up to 28, as listed above:
#	structure	ATXN2 expr inh	MCF10A rerep	HT1080 IDH1KD tx	SW480 rereplic	ATXN viability
22	CC1CCN(S(=O)(=O)c2ccc3c(c2)CCN3C(=O)C2CCC2)CC1	-3%	9%	12%	?	i
23	N#C/C(=C1/CCCCCN1)c1nc2ccccc2[nH]1	98%[activator]	26%	2%	3%	i
24	Cc1cc(SCc2ccc(Cl)c(Cl)c2)nc(=O)[nH]1	.	-7%	-3%	-1%	i
25	CCN(Cc1ccccc1)C(=O)c1cc(S(=O)(=O)N2CCOCC2)ccc1N1CCCC1	-2%	4%	0%	11%	i
26	CC1=C(/C=N/Nc2ccc([N+](=O)[O-])cc2[N+](=O)[O-])C(C)(C)CCC1	-8%	15%	-9%	2%	i
27	CCN(CC)CCn1c(/N=C/c2cc(Br)ccc2O)nc2ccccc21	-4%	?	-22%	0%	i
28	C/C=C(\C)C(=O)OC1c2c(ccc3ccc(=O)oc23)OC(C)(C)C1OC(C)=O (configuration not stated)	-8%	1%	11%	-25%	?

#	IL-1B inflam inh	HT1080NT lethal	KB-V1 cytotox	KB-3-1 tox
22	19	7%	-24%	-28%
23	11	3%	-2%	-5%
24	-11	-9%	5%	-2%
25	-9	0%	?	16%
26	11	0%	?	16µM*
27	5	-19%	-10%	-4%
28	5	8%	3%	11%

Following part
#	structure	ATXN2 expr inh	MCF10A rerep	HT1080 IDH1KD tx	SW480 rereplic	ATXN viability
31	O=C(COc1ccc(Cl)cc1)NCC(=O)N/N=C/c1cccs1	.	-15%	1%	-2%	i
32	CCOC(=O)N1CCN(C(=O)C(CC)c2ccccc2)CC1 (configuration not stated)	-2%	7%	21%	-89%[inhibitor]	?
33	Cc1nc(NC(=O)c2ccccc2)sc1-c1csc(NCc2ccccc2)n1	-22%	9%	-22%	0%	i
34	CSCCC(=O)N(C)CC1CCN(CCc2cccc(C(F)(F)F)c2)CC1	.	11%	3%	?	i
35	Cc1nc2cc(C(=O)OCC(=O)NC(C)C(C)C)ccc2n1-c1ccccc1 (configuration not stated)	9%	16%	18%	0%	i
36	Cc1cc(F)c(F)c(C(=O)N2CCCCC2C)c1Cl (configuration not stated)	-15%	5%	2%	-3%	i
37	CCOC(=O)c1sc(NC(=O)c2ccco2)nc1C	13%	-2%	4%	-1%	i
38	COC(=O)C1=C(CS(=O)(=O)c2ccc(OC)c(OC)c2)NC(=O)NC1c1ccc(O)c(OC)c1 (configuration not stated)	-2%	-5%	27%	-35%[inhibitor]	?
39	COc1ccccc1[C@@H]1C(c2cccc(C)c2)=NN(c2ccccc2)[C@H]1C(=O)N1CCOC1=O	-6%	?	-5%	15µM*	.
40	O=C(C[n+]1cccc(C(=O)Nc2ccccc2)c1)c1ccccc1	9%	.	0%	.	i

#	IL-1B inflam inh	HT1080NT lethal	KB-V1 cytotox	KB-3-1 tox
31	7	0%	-15%	-8%
32	6	13%	12µM*	1%
33	?	-23%	-26%	-5%
34	-13	4%	5%	1%
35	67	10%	?	12%
36	32	4%	-3%	6%
37	3	11%	?	5%
38	-5	14%	2%	3%
39	-3	6%	0%	-1%
40	-4	-5%	2%	8%

(further entries)
#	structure	ATXN2 expr inh	MCF10A rerep	HT1080 IDH1KD tx	SW480 rereplic	ATXN viability
41	Cc1cc(C)c(C(=O)N2CCCC(C(=O)c3cc(F)ccc3F)C2)o1 (configuration not stated)	.	5%	0%	2%	i
42	COc1ccccc1CN1CCN(Cc2nc(Cc3ccccc3)no2)CC1	-26%	14%	0%	-2%	?
43	CC1CCc2c(nc3ncnn3c2Nc2ccc(OC(F)(F)F)cc2)C1 (configuration not stated)	-32%	3%	-25%	-3%	i
44	CCN(CC)c1ccc(C(=S)NCc2ccccc2)cc1	.	19%	10%	-4%	i

#	IL-1B inflam inh	HT1080NT lethal	KB-V1 cytotox	KB-3-1 tox
41	0	11%	-7%	2%
42	-4	5%	?	-1%
43	-18	-16%	?	?
44	11	0%	-11%	3%

Assay outcomes from PubChem.
